Bioassay records from PubChem BioAssay.
TRPML3 ag: human TRPML3 channel agonists, primary screen, cell-based, HEK293 TRPML3-YFP, Fluo-8 calcium fluorescence, 3 µM | activation, % at 3 µM | 100% = the carbachol control signal | 220,000 tested, 0.29% active | Mucolipin-3 (Homo sapiens), Q8TDD5;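 active = activation above its plate's cutoff, the mean activation of the plate's test wells plus 3 SD, cut at about 12% in these data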;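 also: 0% = DMSO only wells and 100% = carbachol wells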
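Test system: HEK293 cells stably carrying human TRPML3-YFP; Doses: single dose, 3 µM final nominal compound, 0.3% DMSO final; Schedule: dye loading 1 h 37 °C then 30 min ambient, 125 s read; Technique: Fluo-8 calcium fluorescence; Benchmarks: high control carbachol 87 µM, low control DMSO.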
Calpain2 inh: inhibitors of pig calpain II, primary screen, biochemical, fluorogenic peptide substrate, 1536-well. purified calpain II, 30 min. 220,000 tested, 0.37% active. inhibition, % at 16 µM;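 active = inhibition above about 50%, limit read from the data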
TRPN1 ag: zebrafish TRPN1 channel agonists, primary screen, cell-based, HEK293, calcium fluorescence; transient receptor potential cation channel N1 (TRPN1/NompC), Danio rerio; AID 1424, 2008; HEK293 zebrafish TRPN1-YFP, Fluo-8 calcium fluorescence; 100% = response to 87 µM carbachol; activation, % at 3 µM; 220,000 tested, 0.18% active;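 active = activation above its plate's cutoff, the mean activation of test wells on that plate plus 3 SD, cut at about 19% in these data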;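 also: 0% = DMSO alone and 100% = 87 µM carbachol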
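Material: zebrafish TRPN1-YFP in HEK293 cells; Doses: single test compound dose, 3 µM nominal, 0.3% DMSO; Timing: dye loading 1 h at 37 °C, then 30 min room temperature; Technique: intracellular calcium fluorescence with Fluo-8; Benchmarks: high carbachol 87 µM, low DMSO alone.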
BaF3 tox: parental Ba/F3 cell viability inhibition, counter-screen for JAK2V617F inhibitor project, murine pro-B, CellTiter-Glo luminescence | CellTiter-Glo ATP luminescence | inhibition, % at 5.6 µM | 220,000 tested, 1.1% active;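 active = inhibition above a per-campaign cutoff, the mean inhibition of all tested compounds plus 3 SD, cut at about 27% in these data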;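 also: 0% = DMSO wells and 100% = JAK Inhibitor I control wells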
EP2 modulator: EP2 receptor modulators, cAMP readout, primary screen, cell-based, HTRF cAMP, PGE2 stimulation | induction, % at 25 µM | 260,000 tested, 0.83% active | Prostaglandin E2 receptor EP2 subtype (Homo sapiens), P43116 | EP2-expressing cells, cAMP HTRF FRET, PGE2 co-stimulation;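 active = compounds whose cAMP rise, as percent of the full-agonist control response, exceeds 60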;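 also: rat C6 glioma line stably carrying human EP2 under a CMV promoter; the protocol text gives 20 µM as final concentration; 100% = response of wells given 1 µM PGE2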
Target sequence (P43116 whole entry, looked up): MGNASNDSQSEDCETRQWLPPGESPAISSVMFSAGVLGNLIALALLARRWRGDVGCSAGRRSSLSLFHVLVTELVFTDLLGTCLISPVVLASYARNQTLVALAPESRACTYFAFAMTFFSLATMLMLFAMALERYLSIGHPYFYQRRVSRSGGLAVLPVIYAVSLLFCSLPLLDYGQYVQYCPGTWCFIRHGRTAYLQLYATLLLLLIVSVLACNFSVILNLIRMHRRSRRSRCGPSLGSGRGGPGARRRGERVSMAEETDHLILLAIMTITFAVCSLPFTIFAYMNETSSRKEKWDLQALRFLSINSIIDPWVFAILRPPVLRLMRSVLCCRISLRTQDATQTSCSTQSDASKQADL
PERK inh: block of dimerizer-induced PERK translation repression, primary screen, PERK inhibitor project, CHO PERK-DD cells, SEAP luminescence, HTS; Eukaryotic translation initiation factor 2-alpha kinase 3 (Homo sapiens), Q9NZJ5; CHO PERK-DD fusion, SEAP luminescence translation reporter; inhibition, % at 5.6 µM; 220,000 tested, 0.17% active; AID 1416, 2008;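 active = inhibition above the mean inhibition of all tested compounds plus 3 SD, set separately per screening campaign, cut at about 2.9% in these data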;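 also: PERK kinase domain activated by AP20187 dimerizer at 100 nM; 0% = DMSO with dimerizer and 100% = rapamycin at 8.4 µM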
Ba/F3 V617F tox: reduced viability of JAK2V617F-dependent Ba/F3 cells, primary screen, JAK2V617F inhibitor project, cell-based, Ba/F3 EpoR-JAK2V617F, luminescence; ATP luminescence; inhibition, % at 5.6 µM; 220,000 tested, 1.1% active;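 active = inhibition above the campaign mean plus 3 SD over all tested compounds, cut at about 24% in these data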;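 also: cytokine-independent growth of Ba/F3 cells driven by EpoR plus mutant JAK2; 0% = DMSO-treated cells and 100% = JAK inhibitor I control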
S1P4 antagonist: S1P4 receptor antagonists, primary screen, cell-based. Sphingosine 1-phosphate receptor 4 (Homo sapiens), O95977. AID 1510, 2009. S1P4-expressing cells, antagonist mode, reporter read-out. 220,000 tested, 0.26% active. inhibition, % at 4.98 µM; in the data active = inhibition above about 29%;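 also: 0% = wells stimulated with agonist and 100% = vehicle wells without agonist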
Target sequence (O95977 whole entry, looked up): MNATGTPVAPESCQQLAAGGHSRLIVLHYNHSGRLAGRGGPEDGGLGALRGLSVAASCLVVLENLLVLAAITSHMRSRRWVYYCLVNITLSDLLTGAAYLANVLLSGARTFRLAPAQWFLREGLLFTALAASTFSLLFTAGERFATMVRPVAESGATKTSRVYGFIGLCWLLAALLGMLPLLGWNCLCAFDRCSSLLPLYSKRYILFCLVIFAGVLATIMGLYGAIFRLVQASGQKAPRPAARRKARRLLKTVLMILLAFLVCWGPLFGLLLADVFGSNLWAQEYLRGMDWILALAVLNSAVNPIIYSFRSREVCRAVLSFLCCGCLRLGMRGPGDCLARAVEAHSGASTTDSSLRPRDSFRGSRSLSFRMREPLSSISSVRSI
S1P4 agonist: S1P4 receptor agonists, primary screen, cell-based | S1P4-expressing cell line, agonist reporter assay | AID 1509, 2009 | 220,000 tested, 0.35% active | activation, % at 4.98 µM | Sphingosine 1-phosphate receptor 4 (Homo sapiens), O95977; in the data active = activation above about 11%;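 also: 0% = DMSO vehicle and 100% = reference agonist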
Active calls of the source: *; i = inactive; x = not tested or not shown; & = joins results of further samples.

SMILES	TRPML3 ag	Calpain2 inh	TRPN1 ag	BaF3 tox	EP2 modulator	PERK inh	Ba/F3 V617F tox	S1P4 antagonist	S1P4 agonist
CCn1c(C(O)c2cccc(OC)c2OC)nc2ccccc21 (configuration not stated)	-0.2	-18	0.5	0	39	0.0	-1	1	1.2
C=CCOc1ccc(/C=N/n2cncn2)cc1OC	0.2	-40	-0.2	3	11	1.4	0	-21	0.5
Oc1c(Cl)cc(Cl)cc1/C=N/c1nc(-c2ccc(Cl)cc2)cs1	0.6	8	0.6	-1	-16	0.8	3	-12	0.1
O=C(Nc1ccccc1)n1cc(-c2ccccn2)c(N2CCOCC2)n1	0.4	-15	0.1	2	-26	0.2	-1	-2	2.1
NC(=O)COC(=O)c1cccc(S(=O)(=O)N2CCCCC2)c1	0.1	24	0.6	5	1	-0.7	3	-42	1.4
CSc1nc(S(=O)(=O)c2ccccc2)c(Cl)s1	-1.3	16	-1.8	4	20	0.9	2	3	2.3
CN(C)CCNC(=O)/C(=C/c1cccc([N+](=O)[O-])c1)NC(=O)c1ccccc1	0.3	10	-0.4	2	7	-1.1	4	-11	-0.2
O=C(CSc1nc2ncccc2[nH]1)Nc1ccc2c(c1)OCO2	0.0	0	0.3	-2	-9	0.7	-2	0	0.2
NS(=O)(=O)c1ccc(-c2ccc(/C=N/NC(=O)c3ccccc3O)o2)cc1	0.5	-18	0.9	-3	-27	1.9	-3	-2	0.3
COc1ccc(C(=O)NNC(=O)CSc2nnc(-c3cccnc3)o2)cc1	0.0	-22	0.3	0	8	0.7	0	-8	0.9
CCOC(=O)c1ccccc1N/C=C1\CCCC1=O	-0.8	-97	-1.7	2	27	-0.1	-3	-7	2.2
O=C(CSc1ccccc1)NCc1ccco1	-0.4	-28	-0.4	4	24	0.9	-2	-9	1.5
Clc1ncc(CN2CCN(Cc3ccccc3)CC2)s1	-0.5	31	0.7	1	3	-0.5	-4	-15	1.0
CCN(CC)C(=O)C1CCCN(Cc2nc(-c3cccs3)no2)C1 (configuration not stated)	-0.4	9	3.4	5	-7	0.9	4	8	-0.2
Cc1ccc(NC(=O)c2ccc3c(c2)S(=O)(=O)c2ccccc2C3=O)cc1S(=O)(=O)N1CCOCC1	0.4	-22	3.0	-5	-3	0.8	-2	-7	0.9
COc1cc(OC)cc(C(=O)NC2CCSC2=O)c1 (configuration not stated)	0.6	-40	1.1	5	13	0.2	6	-31	1.6
CC(=O)Nc1ccc(NC(=O)CCn2nnc3ccccc32)cc1	0.0	34	-0.6	8	5	1.5	-1	-11	3.7
COc1ccccc1N1CCN(C(c2cccs2)C(C)NC(=O)c2ccncc2)CC1 (configuration not stated)	0.0	-9	1.0	0	-24	-1.6	2	2	0.1
CC1CN(C(=O)COC(=O)c2c(Cl)cccc2Cl)CC(C)O1 (configuration not stated)	0.4	-26	0.9	2	25	0.6	-5	0	-0.5
CCOc1ccc(C(=O)N2CCN(Cc3ccccc3)CC2)cc1	0.5	20	1.1	1	-12	-1.7	0	16	1.5
Cc1ccc(C(=O)NCCN(C)C)cc1C	0.9	-12	-0.5	4	1	-0.1	-1	0	2.9
CCN1CCCC1CNC(=O)c1cc2c(-c3ccc(Cl)cc3)nn(C)c2s1 (configuration not stated)	1.4	-477	1.4	19	-13	-1.6	12	6	-3.9
CCC(O)c1c(-c2ccccc2)nn(C)c1Cl (configuration not stated)	0.1	-21	1.6	-1	19	1.6	-3	-15	0.9
COc1cc(C2C(C#N)=C(N)Oc3n[nH]c(-c4ccncc4)c32)cc(OC)c1OC (configuration not stated)	0.7	-30	0.9	0	-12	0.8	-1	-22	-0.2
Cc1ccc2c(N)c(C#N)sc2n1	0.3	-66	-0.5	0	23	0.1	-5	-11	-1.1
COc1ccccc1-c1coc2cc(OC(=O)/C=C/c3ccccc3)ccc2c1=O	1.3	-343	-0.1	1	-8	1.7	-1	-6	1.3
CC(C)CCSc1nc(N2CCOCC2)c2c(c1C#N)CC(C)(C)OC2	0.0	-22	-0.7	6	39	-0.7	0	8	-0.6
COc1cccc(N2CC(=O)Nc3c(oc4nc(-c5ccccc5)cc(C)c34)C2=O)c1	0.3	-3	1.3	-3	-18	1.8	-1	-7	1.1
CCCc1nn(C)c(C(=O)Nc2ccc(C)c(C)c2)c1Cl	0.1	3	-0.8	8	-8	0.1	-4	0	-2.7
CCCCNC(=O)Cc1ccc(C)cc1	0.5	-12	0.2	9	13	0.3	2	-6	-0.1
CCOC(=O)c1ccc(NC(=O)C2CCN(S(=O)(=O)c3ccccc3)CC2)cc1	0.5	x	1.5	2	x	0.6	-5	-8	2.7
CCCn1c(SCC(=O)c2ccc(CC)cc2)n[nH]c1=O	0.4	38	0.5	10	-8	0.9	1	-18	-0.1
Clc1cccc(Cl)c1CSc1nnc2ccccn12	-1.1	28	-0.4	10	16	0.2	10	-3	-2.2
Cc1ccc(NCc2ccco2)cc1C	0.3	-29	0.1	-2	18	1.0	-3	-23	0.0
NC(=O)c1nn(-c2ccccc2)nc1NC(=O)CN1CCOCC1	0.5	-7	0.6	-3	-5	0.4	-1	-13	0.3
O=c1oc2ccccc2cc1-c1ccc(O)cc1O	0.5	1	1.3	4	-8	0.9	1	-3	0.4
CC(CCC(=O)O)C1CC[C@@]2(C)C3C(=O)CC4C(C)(C)C(O)CC[C@]4(C)C3C(=O)C[C@]12C (some centres not stated)	0.8	-13	0.7	-1	12	0.6	-4	3	-0.3
O=C(Nc1ccccc1)NC1(C(=O)N2CCN(C(=O)c3ccco3)CC2)CCCCC1	0.0	-1	0.2	9	24	0.8	0	-5	1.1
O=C(CNC(=O)c1ccc(Cl)cc1Cl)NCC(=O)Nc1ccccc1N1CCOCC1	0.4	-34	-0.1	2	2	0.3	-4	1	0.3
CCC1(C)Cc2ccccc2-c2nc3n(c(=O)c21)CCS3 (configuration not stated)	1.0	7	0.8	4	79*	-1.5	3	2	-0.9
COc1ccccc1-c1cc(C(F)(F)F)nc(N2CCCCC2)n1	0.6	-36	-1.0	3	49	-0.3	-1	-9	2.3
CCN(CC)CCCN1C(=O)C(=O)/C(=C(/O)c2ccc3c(c2)OCO3)C1c1ccccn1 (configuration not stated)	1.1	x	2.5	6	x	1.4	-2	-7	0.4
CCOC(=O)C1CCCN(c2nc3ccccc3nc2C(C#N)C(=O)OCCOC)C1 (configuration not stated)	0.1	7	-0.1	7	-5	-0.8	1	-25	-0.6
Cc1cnc(C)c(N2CCN(Cc3nc(-c4ccccc4)no3)CC2)n1	1.6	-4	1.7	5	3	0.7	-3	-11	0.2
COc1ccc(C(=O)OCC(=O)Nc2cc(C)c(C)cc2[N+](=O)[O-])cc1	-0.1	21	-0.6	-1	8	0.6	0	-6	0.9
COc1cc(=O)n(C)c2c(O)cccc12	0.1	27	1.0	-8	2	1.0	3	-16	0.8
C=CCNC(=O)CN1CCC(O)(c2ccc(F)cc2)CC1	-0.5	-33	-0.6	8	2	0.3	-1	-5	1.2
Cc1sc(NC(=O)c2ccco2)c(C(c2ccc(F)cc2)N2CCN(C)CC2)c1C (configuration not stated)	1.6	-16	1.3	1	-8	0.2	0	7	-1.7
CSc1nc2sc3c(c2c2nncn12)CCC3	-0.6	19	-1.0	6	27	0.1	5	-1	0.9
COc1ccc(CN2CCn3ncc(C(=O)Nc4cccc(C)c4)c3C2=O)cc1	0.9	16	2.3	0	-21	-1.0	0	5	1.1
CN(C)c1ccc(C=Nc2cnn(C)c2C(N)=O)cc1	0.6	-48	-0.3	0	-27	1.0	-2	-7	2.0
O=C(Nc1ccccc1)c1cc2c(=O)c3ccccc3oc2nc1C(F)(F)F	0.2	-11	0.9	-2	19	0.7	-2	-55	1.2
CCCCCn1cnc2sc(CC)cc2c1=O	0.5	15	-0.6	6	27	0.1	-4	-11	-0.2
O=C(CSc1nnnn1-c1ccccc1)Nc1ncc(Cc2cccc(Cl)c2Cl)s1	1.2	32	0.7	3	4	0.3	-3	-5	-0.7
COc1ccccc1N1CCN(C(=O)N2CCOCC2)CC1	0.8	-6	0.1	2	6	0.5	-2	-8	0.4
Cc1ccccc1NC(=O)CSc1nc(N)c(C#N)cc1C#N	0.6	2	-1.3	-1	5	0.0	-3	-4	-1.8
Cn1c(=O)[nH]c(=O)c2c1nc(N1CCOCC1)n2CC(O)COc1ccccc1 (configuration not stated)	0.7	6	2.6	-3	12	-0.1	-3	-10	-0.3
COc1cc(OC)c(C2CC(=O)N3CN(c4ccccc4)CSC3=C2C#N)cc1OC (configuration not stated)	-0.1	-35	1.0	10	15	-0.5	2	-6	0.1
Cc1sc(NC(=O)COc2cccc(-n3cnnn3)c2)c(C#N)c1C	0.5	0	0.5	6	-30	0.3	3	-7	2.0
COC(=O)n1c(=O)oc2ccc(S(=O)(=O)N3CCCCC3)cc21	0.8	11	2.0	1	-15	0.8	1	-25	-0.6

A draw from above in order of formula weight, high to low:
SMILES	TRPML3 ag	Calpain2 inh	TRPN1 ag	BaF3 tox	EP2 modulator	PERK inh	Ba/F3 V617F tox	S1P4 antagonist	S1P4 agonist
COc1ccc(CN2CCn3ncc(C(=O)Nc4cccc(C)c4)c3C2=O)cc1	0.9	16	2.3	0	-21	-1.0	0	5	1.1
CCCCCn1cnc2sc(CC)cc2c1=O	0.5	15	-0.6	6	27	0.1	-4	-11	-0.2
COc1cc(=O)n(C)c2c(O)cccc12	0.1	27	1.0	-8	2	1.0	3	-16	0.8

More entries follow.
SMILES	TRPML3 ag	Calpain2 inh	TRPN1 ag	BaF3 tox	EP2 modulator	PERK inh	Ba/F3 V617F tox	S1P4 antagonist	S1P4 agonist
O=C(CSc1nnc(-c2ccncc2)o1)NC1CCCCC1	0.5	-5	1.3	3	12	0.3	2	-14	0.3
Cc1cc([N+](=O)[O-])ccc1NC(=O)Nc1ccccc1F	0.8	-5	1.8	7	-24	-0.9	4	-20	-0.3
CCOc1nc(NCCN2CCOCC2)nc(NC(C)C)n1	0.5	-11	0.0	0	-10&25	0.6	1	-12	-0.3
CN(C(=O)CSc1nc(C2CC2)nc2ccccc12)c1nc(-c2ccccc2)cs1	0.1	-16	-0.4	3	0	0.4	-6	-4	1.4
Nc1c(Cl)nc(-c2ccccc2)nc1Cl	0.5	2	0.5	7	-28	0.6	0	3	0.2
CCOC(=O)c1c(N)n(CC(C)NC(=O)C2CC2)c2nc3ccccc3nc12 (configuration not stated)	0.8	i	3.5	7	-9	2.0	0	16	-0.3
